Compound activity deposited in PubChem by National Center for Advancing Translational Sciences (NCATS).
IDH1 R132H inh: qHTS for Inhibitors of mutant isocitrate dehydrogenase 1 (IDH1): qHTS. 0.093% of 390,000 active. IDH1-R132H enzyme, NADPH consumption, diaphorase/resazurin fluorescence. Potency, µM (highest dose often 76.6 µM), without a hit: top-dose activity change, negative = inhibition, most hits filed as inhibitors. Isocitrate dehydrogenase [NADP] cytoplasmic (Homo sapiens), O75874; note: % is set by controls: 0 for no effect and ±100 for the full control effect; nearly all actives have a fitted effect of over 65% in size
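IDH1-R132H (0.5 ug/mL) preincubated 30 min with compound, then NADPH (0.016 mM) and alpha-KG (2 mM) added; 80 min at RT, pH 7.5. Remaining NADPH coupled via diaphorase/resazurin to fluorescence (540/590 nm); concentration-response curves normalized to no-enzyme control.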
rTrxR1 inhibitor: qHTS Assay for Inhibitors of Mammalian Selenoprotein Thioredoxin Reductase 1 (TrxR1): qHTS. Thioredoxin reductase 1, cytoplasmic (Rattus norvegicus), O89049. recombinant rTrxR1, NADPH fluorescence consumption, selenite substrate. Potency, µM (doses to about 114 µM), inactives show at the highest dose activity change, negative = inhibition, usual class: inhibitors. 1% of 390,000 active. AID 588453, 2011; note: % is set by controls: 0 for no effect and ±100 for the full control effect; nearly all actives have a fitted effect of over 65% in size
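Rat TrxR1 (90 nM in the dispensed reagent) was pre-reduced with 400 uM NADPH for 5 min at room temperature, then incubated with compound for 15 min. After 400 uM selenite was added, NADPH fluorescence (Ex 340/Em 450 nm) was followed for 8 min.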
TrxR1 substrate: qHTS Assay for Substrates of Mammalian Selenoprotein Thioredoxin Reductase 1 (TrxR1): qHTS. Thioredoxin reductase 1, cytoplasmic (Rattus norvegicus), O89049. purified TrxR1 substrate turnover, NADPH consumption readout. Potency, µM (series often up to 114 µM), inactives show at the highest dose activity change, negative = substrate turnover. 0.01% of 390,000 active; note: % is set by controls: 0 for no effect and ±100 for the full control effect; nearly all actives have a fitted effect of over 50% in size
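Rat TrxR1, dispensed at 90 nM, was prereduced with 400 uM NADPH (final) for 5 min at ~22 deg C, then incubated with compound 15 min before 400 uM selenite. A first-read NADPH fluorescence drop versus no-compound background flagged substrates.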
ALOX12 inh: Primary qHTS assay for inhibitors of human arachidonate 12S-lipoxygenase (ALOX12): Round 2; Polyunsaturated fatty acid lipoxygenase ALOX12 (Homo sapiens), P18054; purified 12hLO, xylenol orange hydroperoxide absorbance; 1.1% of 580,000 active; Potency, µM (doses to about 108 µM), without a hit: top-dose activity change, negative = inhibition, most hits filed as inhibitors; note: % is set by controls: 0 for no effect and ±100 for the full control effect
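Hydroperoxide product was detected by ferrous iron/xylenol orange as the 573 to 405 nm absorbance ratio. Arachidonic acid at 40 uM (final) was turned over for 30 min at room temperature by 150 nM human 12hLO, pH 7.0 Hepes buffer, after 15 min compound preincubation.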
USP1 inh: Inhibitors of USP1/UAF1: Primary Screen; 0.23% of 390,000 active; recombinant USP1/UAF1, Ub-Rhodamine cleavage fluorescence; Potency, µM (top dose mostly 57.1 µM), for the others: at the top dose activity change, negative = inhibition, usual class: inhibitors; Ubiquitin carboxyl-terminal hydrolase 1 (Homo sapiens), O94782; note: % is set by controls: 0 for no effect and ±100 for the full control effect; nearly all actives have a fitted effect of over 60% in size; inactives centre near -12
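USP1/UAF1 complex (1 nM) preincubated 15 min at room temperature with compound, then Ub-Rho substrate (150 nM final) added. Kinetic fluorescence at 480/540 nm over 6 reads at 60 s intervals; 50 mM HEPES pH 7.8, 0.5 mM EDTA, 0.1 mg/ml BSA, 1 mM TCEP, 0.01% Tween-20.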
Vif-A3F inh: qHTS for Inhibitors of Vif-A3F Interactions: qHTS; HeLa A3F-eYFP + Vif (tagged APOBEC3F with the HIV-1 protein that degrades it), YFP fluorescence increase; Potency, µM (series often up to 46.1 µM), inactives show at the top dose activity, negative = active; 0.2% of 390,000 active; AID 602313, 2012; note: % of control where 0% means no effect; nearly all actives have a fitted effect of over 65% in size
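Fluorescence increase (Ex 488/Em 500-530) after overnight compound treatment at 37 deg C flags inhibition of Vif-driven A3F-eYFP loss in stable HeLa A3F-eYFP/Vif cells seeded overnight beforehand.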
RXFP1 agonist: qHTS Assay for Agonists of the Relaxin Receptor RXFP1; HEK293T-RXFP1 cAMP TR-FRET, 30 min; response scale: percent of porcine relaxin response, buffer zero; Potency, µM (series often up to 57.5 µM), without a hit: top-dose activation, most hits filed as activators; 0.3% of 370,000 active; note: % is set by controls: 0 for no effect and ±100 for the full control effect; nearly all actives have a fitted effect of over 60% in size; many of its hits are not listed in these tables
Target sequence (Q9HBX9 whole entry, looked up): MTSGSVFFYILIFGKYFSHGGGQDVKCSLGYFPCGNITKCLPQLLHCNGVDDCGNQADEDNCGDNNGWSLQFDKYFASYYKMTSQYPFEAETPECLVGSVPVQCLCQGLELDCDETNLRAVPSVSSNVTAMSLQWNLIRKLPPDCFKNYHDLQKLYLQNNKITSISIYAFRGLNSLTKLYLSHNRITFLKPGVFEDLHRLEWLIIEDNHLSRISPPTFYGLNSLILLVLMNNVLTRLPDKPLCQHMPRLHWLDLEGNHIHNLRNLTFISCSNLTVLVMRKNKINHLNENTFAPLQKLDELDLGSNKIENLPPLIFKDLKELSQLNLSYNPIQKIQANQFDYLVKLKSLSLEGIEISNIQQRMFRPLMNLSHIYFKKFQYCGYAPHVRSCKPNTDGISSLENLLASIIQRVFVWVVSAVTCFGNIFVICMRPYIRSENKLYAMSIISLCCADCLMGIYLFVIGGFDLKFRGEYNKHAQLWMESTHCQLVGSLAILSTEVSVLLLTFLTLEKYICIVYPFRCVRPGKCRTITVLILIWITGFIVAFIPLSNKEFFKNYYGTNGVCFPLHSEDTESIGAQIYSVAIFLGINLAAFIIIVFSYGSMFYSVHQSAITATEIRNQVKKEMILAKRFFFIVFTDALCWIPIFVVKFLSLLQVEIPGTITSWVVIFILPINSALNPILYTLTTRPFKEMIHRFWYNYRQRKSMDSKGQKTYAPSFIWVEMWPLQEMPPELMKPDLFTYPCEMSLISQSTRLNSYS
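Agonist response is measured as cAMP accumulation in an RXFP1-transfected HEK293T line under PDE4 inhibition. Values are scaled between buffer-only and 29 nM porcine relaxin, and EC50s come from standard Hill equation fits.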
RGS4 inhibitor: Inhibitors of Regulator of G Protein Signaling (RGS) 4: qHTS; 0.039% of 390,000 active; Transcreener GDP fluorescence polarization, RGS4-accelerated GTP hydrolysis; Potency, µM (top dose mostly 114 µM), for inactives: at the top dose activity change, negative = inhibition, hits mostly inhibitors; note: % is set by controls: 0 for no effect and ±100 for the full control effect; nearly all actives have a fitted effect of over 75% in size; some results filed as inactive show a strong effect at the top dose
Target sequence (P49798 whole entry, looked up): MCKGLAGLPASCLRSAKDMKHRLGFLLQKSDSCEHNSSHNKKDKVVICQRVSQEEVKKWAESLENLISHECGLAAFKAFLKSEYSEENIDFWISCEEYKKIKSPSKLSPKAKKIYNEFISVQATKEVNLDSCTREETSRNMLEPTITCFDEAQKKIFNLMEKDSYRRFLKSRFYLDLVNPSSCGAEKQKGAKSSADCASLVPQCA
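MLSMR compounds (23 nl, pin-transferred) preincubated 10 min at room temperature with a 500nM (2x) first reagent, then RGS4 at 900nM (2x) plus Transcreener GDP mix added; fluorescence polarization (620/688 nm) read before and after 90 min at 30 °C.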
Vif-APOBEC3G blk: qHTS for Inhibitors of Vif-A3G Interactions: qHTS; DNA dC->dU-editing enzyme APOBEC-3G (Homo sapiens), Q9HC16; HeLa A3G-eYFP + Vif (tagged APOBEC3G with the HIV-1 protein that degrades it), YFP fluorescence, overnight; Potency, µM (highest dose often 46.1 µM), for inactives: at the top dose activity, negative = active, most hits filed as inhibitors; 0.076% of 410,000 active; AID 602310, 2012;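 note: % is set by controls: 0 for no effect and ±100 for the full control effect; nearly all actives have a fitted effect of over 60% in size; hits raise eYFP signal because A3G escapes Vif-driven loss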
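HeLa cells stably expressing Vif and C-terminally eYFP-tagged A3G, seeded overnight at 37 deg C, then exposed to compound by pintool overnight at 37 deg C. Rise in yellow fluorescence (Ex 488/Em 500-530, Acumen) marks blocked Vif-driven A3G degradation.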
* hit, by the source's call; i = inactive; ? = inconclusive; / = not tested or not shown; & = joins results of further samples; [ ] = remark or other dose. Calls come from the whole dose curve; as a rule, active = well fitted curve in the direction sought with a large enough effect; inconclusive = small, poorly fitted or top-dose-only effect, or another doubt; inactive = no such curve, though single readings can be large; an effect the other way counts as inactive or inconclusive. Potency is the fitted concentration of half-maximal effect.

SMILES	IDH1 R132H inh	rTrxR1 inhibitor	TrxR1 substrate	ALOX12 inh	USP1 inh	Vif-A3F inh	RXFP1 agonist	RGS4 inhibitor	Vif-APOBEC3G blk
COc1ccc(C(=O)NNC(=O)c2cc(C)[nH]n2)cc1	-7%	15%	2%	i	-1%	-7%	1.8%	1%	0%
COC(C(=O)NNS(=O)(=O)c1ccc([N+](=O)[O-])cc1)c1ccccc1 (stereo not given)	9%	39%[activator]	6%	?	-9%	3%	1.0%	18%	0%
Cc1ccc(S(=O)(=O)Nc2c(C)nc3nc[nH]n3c2=O)c(C)c1	-3%	4%	-5%	-19%	0%	16%	-0.1%	11%	2%
CCOC(=O)C1CCCN(Cc2ccc3c(c2)OCO3)C1 (stereo not given)	3%	20%	8%	?	-5%	-3%	0.5%	31%	0%
CCOc1ccc(-c2nnn(CC(=O)NCc3ccco3)n2)cc1	0%	-12%	-5%	-9%	-9%	-10%	0.2%	-17%	-16%
COc1ccc(C(=O)Nc2ccc(O)c3c(=O)cc(-c4cccc(Cl)c4)oc23)cc1	-5%	9%[57.1 µM]	6%[57.1 µM]	-8%	-34%	-3%	-3.4%	-26%	-6%
c1ccc(CN2CCN(c3ncnc4nc[nH]c34)CC2)cc1	-10%	16%	1%	2%	?	-1%	5.9%	14%	3%
CCCN(CCC)S(=O)(=O)c1ccc(C(=O)NCc2ccco2)cc1	0%	17%[57.1 µM]	11%[57.1 µM]	-11%	-8%	-3%	-0.8%	-11%	1%
COc1cc(/C=N/NC(=O)c2ccoc2C)ccc1OCCN1CCCCC1	8%	16%	2%	-4%	-6%	-1%	-1.3%	33%	-1%
CCC(C)C(CO)NCCCn1cnc(C(=O)Nc2ccc(C)c(C)c2)n1 (stereo not given)	2%[38.3 µM]	-21%	10%	11%	-28%	-2%	/	-9%	2%
O=C(Cc1ccc(Br)cc1)NC1CCN(Cc2ccccc2)CC1	-4%	10%[57.1 µM]	-8%	?	-5%	4%	0.7%	6%	2%
CSc1cccc(NC(=O)CCn2c(=O)c3cccn3c3cccnc32)c1	-2%	24%	4%	-1%	-27%	-3%	1.2%	-11%	1%
CC[n+]1c(/C=C/Nc2ccccc2)oc2ccc(OC)cc21	-2%	2%[57.1 µM]	4%[57.1 µM]	1%	-4%	5.6µM*	1.1%	-27%	?
Cn1cc(Br)c(C(=O)NN2C(=O)C3C(C2=O)C2C=CC3C23CC3)n1 (stereo not given)	-5%	26%	4%	0%	-24%	5%	1.1%	22%	1%
CCCc1cc(=O)oc2c3c(cc(OCC(=O)NCCN4CCOCC4)c12)OC(C)(C)CC3	-7%	-27%	260%[activator]	30%	19%	2%	2.8%	0%	-5%
OCC1OC(n2cnc3c(SCc4ccccc4)ncnc32)C(O)C1O (stereo not given)	6%	3%[57.1 µM]	10%[57.1 µM]	6%	-1%	-11%	/	13%	-8%
CCN(CC)c1ccc(NC(=O)COC(=O)/C=C/c2nc3ccccc3s2)cc1	-3%	5%[57.1 µM]	2%[57.1 µM]	-24%	-4%	-8%	-1.6%	13%	2%
Cc1cccc(C(=O)NCC(=O)NC(C)CCc2ccccc2)c1 (stereo not given)	8%	27%	9%	-5%	-26%	1%	-3.0%	-13%	-10%
Cc1ccc(C(=O)c2cn(Cc3ccccc3F)c3cc4c(cc3c2=O)OCO4)cc1	-20%	17%	5%	-7%	-3%	-6%	-3.8%	-20%	-4%
CCN(CC(=O)NCc1ccc(F)cc1)S(=O)(=O)c1ccc(C)cc1	-5%	15%	4%	0%	-16%	6%	-1.0%	16%	-3%
O=C(c1cc2ccccc2o1)N(Cc1ccco1)Cc1cccs1	-2%	?	7%	?	-19%	-12%	-0.9%	-40%	3%
CCOC(=O)c1ccccc1NC(=O)CSc1nc2ccncc2[nH]1	-2%&0%	12%&1%	0%&1%	-1%&-18%	-7%&-19%	-7%&3%	0.2%&-1.4%	35%&-7%	0%&5%
CN(C)C(=O)C(NC(=O)c1ccccc1)=C(Cl)Cl	0%	0%	-4%	-2%	-9%	-6%	0.5%	-1%	0%
O=C(Nc1cccc(C(F)(F)F)c1)Nn1cnnc1	0%	3%	-7%	-7%	-6%	0%	0.0%	20%	6%
CC(=O)c1c(C)[nH]c(C2=NNC(=NCc3ccccc3)SC2)c1C	1%	?	-5%	-23%	-3%	0%	18%	-6%	0%
SMILES	IDH1 R132H inh	rTrxR1 inhibitor	TrxR1 substrate	ALOX12 inh	USP1 inh	Vif-A3F inh	RXFP1 agonist	RGS4 inhibitor	Vif-APOBEC3G blk
CCOC(=O)C1=CNS(=O)(=O)NC1c1ccc(C[C@H](NC(=O)CNC(=O)CCc2ccccc2)C(N)=O)cc1 (stereo not given in full)	-9%	6%	4%	-2%	-10%	7%	/	11%	-1%
O=C(NCc1cccs1)c1nc2c(nnn2Cc2ccccc2Cl)c(=O)[nH]1	-6%	-17%	-14%	-3%	-14%	-5%	-0.4%	-12%	-16%
Cn1c(N)c(C(=O)COC(=O)Cc2cccs2)c(=O)n(C)c1=O	8%	0%[57.1 µM]	7%[57.1 µM]	-3%	-3%	0%	/	17%	-1%
CCOc1ccccc1N(C)C(=O)c1sc2ncn(CC(=O)N3CCCCC3C)c(=O)c2c1C (stereo not given)	2%	-3%	-1%	-25%	-6%	-8%	-1.5%	-17%	0%
O=C(CSc1nc2cc(Cl)ccc2s1)NC(=O)NCc1ccco1	-2%	?	7%	?	?	-7%	-0.8%	-9%	-11%
COc1ccc2c(=O)c(-c3ccccc3)c(C)oc2c1	1%	-10%	-8%	-17%&-26%&-24%	-5%	3%	1.0%	37%	-1%
O=C(CN1C(=O)CSc2ccc(S(=O)(=O)N3CCCCC3)cc21)NCc1ccc(F)cc1Cl	-2%	19%[57.1 µM]	5%[57.1 µM]	-12%	?	4%	4.6%	-1%	-1%
COc1cccc(CN(C)C(=O)c2ccc(NS(=O)(=O)c3ccc4[nH]c(=O)[nH]c4c3)cc2)c1OC	5%	-12%	-14%	1%	-18%	4%	0.4%	12%	1%
CCCCN(C)CCNC(=O)Cn1ncc2c(=O)oc3ccc(C)cc3c21	14%	13%[57.1 µM]	17%[57.1 µM]	24%	-13%	0%	0.5%	35%	2%
Brc1ccc(CSc2nnc(-c3ccco3)o2)cc1	7%	-2%	-1%	-25%	-6%	-16%	1.4%	-36%	-5%
CCOc1ccccc1NC(=O)C1CCCN(S(=O)(=O)c2ccccc2)C1 (stereo not given)	-3%	7%	-9%	1%	-2%	1%	-0.1%	15%	-1%
CCOc1ccccc1-c1cc(C(=O)N/N=C/c2cccnc2)c2ccccc2n1	0%	12%	4%	4%	-22%	1%	/	-1%	-13%
O=[N+]([O-])c1cccc(S(=O)(=O)Nc2ccccn2)c1	13%	/	/	3%	-12%	-9%	/	/	3%
CCN(CC)S(=O)(=O)c1cccc(NC(=O)c2cccc(S(=O)(=O)N3CCCC3)c2)c1	0%	27%	4%	1%	-23%	2%	1.9%	-20%	2%

A portion of the library (hit frequency here may not be typical).
